Screening results (PubChem BioAssay)
D2 potentiator = positive allosteric modulators of human D2 dopamine receptor; HEK293 T-REx D2, calcium flux, EC20 dopamine potentiation; potentiation, % at 10 µM; 340,000 compounds, 0.34% hits;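 active = potentiation over 3 SD above the plate norm, cut at about 30% in these data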; note: 0% is about no effect
Target sequence (P14416 whole entry, looked up): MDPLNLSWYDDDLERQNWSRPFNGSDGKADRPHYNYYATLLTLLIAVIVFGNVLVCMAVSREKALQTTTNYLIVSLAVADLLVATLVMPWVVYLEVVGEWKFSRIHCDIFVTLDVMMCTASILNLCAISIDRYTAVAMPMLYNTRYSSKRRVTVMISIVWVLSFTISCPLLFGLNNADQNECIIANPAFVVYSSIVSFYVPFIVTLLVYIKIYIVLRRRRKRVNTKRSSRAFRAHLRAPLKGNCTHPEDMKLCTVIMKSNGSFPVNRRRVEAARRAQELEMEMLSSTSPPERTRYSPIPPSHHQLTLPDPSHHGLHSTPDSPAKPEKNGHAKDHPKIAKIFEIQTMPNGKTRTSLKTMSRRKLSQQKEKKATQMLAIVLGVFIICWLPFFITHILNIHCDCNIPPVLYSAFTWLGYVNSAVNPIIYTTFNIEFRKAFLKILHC
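Tetracycline-induced HEK293 T-REx cells force-coupled to calcium signalling expressed D2; compounds were pin-added after a 10 s baseline, read kinetically 180 s, then an EC20 dopamine challenge followed with a further 180 s calcium read.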
D2 antag = antagonizes the human D2 dopamine receptor; HEK293 TREx D2 cells, calcium flux, dopamine EC80; inhibition, % at 10 µM; 340,000 compounds, 2% hits; AID 485344; in the data active = inhibition above about 30%; note: 0% is about no effect
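Overnight-induced (tetracycline, 30 C) HEK293 T-REx cells carrying force-coupled D2 receive a no-wash calcium dye, then compound, then EC80 dopamine at 180 s; signals are read kinetically throughout.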
D1 PAM = enhances dopamine response at the human D1 receptor. HEK293 TREx D1 cells, calcium flux, dopamine EC20 potentiation. potentiation, % at 10 µM. 360,000 compounds, 0.036% hits. AID 504651; in the data active = potentiation above about 30%; note: 0% is about no effect
Target sequence (P21728 whole entry, looked up): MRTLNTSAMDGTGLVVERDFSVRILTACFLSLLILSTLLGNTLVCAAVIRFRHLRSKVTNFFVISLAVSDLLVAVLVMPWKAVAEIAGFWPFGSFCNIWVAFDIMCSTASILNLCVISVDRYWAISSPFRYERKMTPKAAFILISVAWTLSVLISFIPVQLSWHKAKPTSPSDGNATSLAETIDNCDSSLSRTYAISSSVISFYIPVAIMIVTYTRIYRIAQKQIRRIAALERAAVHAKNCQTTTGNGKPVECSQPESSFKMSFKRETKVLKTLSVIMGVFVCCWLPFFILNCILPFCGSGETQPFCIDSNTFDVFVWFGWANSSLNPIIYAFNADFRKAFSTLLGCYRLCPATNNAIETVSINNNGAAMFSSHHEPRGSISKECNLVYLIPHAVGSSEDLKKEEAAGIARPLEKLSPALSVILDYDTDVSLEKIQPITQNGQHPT
TRHR ag = activates the human TRH receptor | 360,000 compounds, 0.18% hits | TRHR cells, calcium flux fluo-8, FDSS agonist mode | activation, % at 2 µM | P34981 | AID 493084; note: 0% is about no effect
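TRHR-expressing cells loaded with fluo-8 calcium dye; 23 nL library compound pin-transferred, kinetic FDSS fluorescence (Ex 480/Em 530) recorded about 180 s for agonist-induced calcium release, before a 10 nM TRH EC20 addition for potentiator mode.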
TRHR enhancer = TRH receptor (human) allosteric enhancement | enhancement, % at 2 µM | TRHR cells, fluo-8 calcium fluorescence, EC20 TRH enhancement | AID 493056 | P34981 | 360,000 compounds, 0.66% hits; in the data active = enhancement above about 30%; note: 0% is about no effect
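TRHR-expressing cells loaded with fluo-8 calcium dye were read kinetically (ex 480/em 530) during compound addition, then stimulated with an EC20 of TRH (10 nM final). Enhancement of the Gq-mediated intracellular calcium response was scored.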
D1 antag = human D1 dopamine receptor antagonism | HEK293 TREx D1 cells, calcium flux, dopamine EC80; stronger effect = lower value | 360,000 compounds, 3.2% hits | P21728 | activity change, negative = inhibition, % at 10 µM; in the data active = activity change below about -30%; note: % is set by controls: 0 for no effect and ±100 for the full control effect
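Calcium flux readout: force-coupled, inducible Hek293 Trex D1 line, cells induced overnight at 30 C with tetracycline, dye-loaded 30–90 min at RT. Antagonism scored against EC80 dopamine challenge given 180 s after compound.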
D1 ag = activates the human D1 dopamine receptor; P21728; HEK293 T-REx D1 cells, calcium flux, agonist mode; activation, % at 2 µM; 360,000 compounds, 1% hits; AID 504660; note: 0% is about no effect
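Agonism was scored from calcium flux recorded over 180 s (1 read/s) after pintool compound addition, following a 10-cycle baseline. Cells were inducible force-coupled HEK293 TREx D1, plated overnight at 30 C and loaded with no-wash calcium dye.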
D2 ag = activates the human D2 dopamine receptor; P14416; HEK293 T-REx D2 cells, calcium flux agonist mode; activation, % at 2 µM; 340,000 compounds, 0.53% hits; AID 485358;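 active = activation over 3 SD above normal in the single-dose calcium agonist read, cut at about 30% in these data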; note: 0% is about no effect
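Agonism is scored from calcium flux in a force-coupled, inducible HEK293 cell line expressing D2, read kinetically for 180 s after compound addition against dopamine controls.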
RXFP1 antagonist = blocks the human relaxin receptor RXFP1; HEK293-RXFP1, relaxin-stimulated cAMP HTRF, 30 min; stronger effect = lower value; Q9HBX9; activity change, negative = inhibition, % at 57.5 µM; 350,000 compounds, 0.59% hits;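 active = activity change of -60% or lower, but not beyond a set lower limit; inconclusive = change between -60% and -40%, or beyond the set limit; inactive = change above -40%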; note: % is set by controls: 0 for no effect and ±100 for the full control effect
Numbers without * were called inactive; u = inconclusive; x = no result given; & = joins results of further samples; ! = not confirmed by another sample. Cut-off read from the data, not from the text of the source, unless noted: active = activation above about 30%; inactive = the rest.

SMILES	D2 potentiator	D2 antag	D1 PAM	TRHR ag	TRHR enhancer	D1 antag	D1 ag	D2 ag	RXFP1 antagonist
CCOC(=O)c1ccc[n+](C(C)C(=O)c2ccc(-c3ccccc3)cc2)c1 (stereo unspecified)	8.9	-19.8	8.4	-0.3	3.1	-22.9	7.1	-1.6	14.4
O=C(CN1CCC(C(=O)c2cccc(Cl)c2)CC1)Nc1cccc(C(=O)O)c1	2.0	1.3	1.2	0.2	2.6	-15.4	0.2	-0.5	-22.2
N#Cc1cc(N)ccc1Sc1ccccc1	15.3	-4.4	-4.0	0.1	-0.4	-10.0	4.6	-0.6	-6.5
N#Cc1c(NC(=O)c2cc([N+](=O)[O-])ccc2N2CCOCC2)sc2c1CCCC2	-0.4	6.0	0.2	-0.1	-7.3	-15.8	-0.2	5.3	-1.2
O=C(CCc1nc(-c2ccccc2F)no1)NCCN1CCN(Cc2ccccc2)CC1	-20.0	-14.9	-4.5	0.5	1.5	-8.0	2.2	1.3	-15.9
CCc1ccc(CN(Cc2cn[nH]c2-c2ccc(OC)cc2)C(=O)Nc2ccc(C)c(F)c2)cc1	-12.6	x	-2.0	0.5	-9.1	1.2	1.5	x	u
CCS(=O)(=O)c1ccc2oc(Nc3ccc(OC)c(OC)c3)nc2c1	x	9.5	2.0	-1.2	10.3	13.6	0.1	-2.7	-4.3
O=C1CC(=O)N(CCc2ccccc2)C(=O)N1CCc1ccccc1	4.6	5.3	4.1	1.8	2.1	-10.2	4.9	0.3	-17.7
COc1ccc2c(c1)cc(CNc1ccc(OC)c(OC)c1)c(=O)n2CC(=O)Nc1ccc(F)cc1	1.6	x	-1.8	1.0	4.8	-0.2	16.6	1.6	x
CC1Cc2ccccc2N1CC(=O)Nc1cccc(S(N)(=O)=O)c1 (stereo unspecified)	0.4	16.8	4.3	-0.1	-3.9	2.2	3.5	0.6	-4.6
COC(=O)c1ccc(NC(=O)CSc2nc(C)cc(=O)[nH]2)cc1	-6.8	15.3	-23.2	-0.3	3.8	-3.5	0.6	0.4	1.4
CSc1ncc(C(=O)Nc2ccccc2C(=O)c2ccccc2)c(C(F)(F)F)n1	7.2	x	4.0	-0.4	1.8	25.3	0.0	-2.4	0.9
Cn1c(=O)c2c(nc(N/N=C/c3ccc(OC(=O)c4ccco4)cc3)n2Cc2ccc(F)cc2)n(C)c1=O	22.9	-10.6	3.7	-2.1	3.2	-1.0	0.5	-1.0	-8.0
CC(C)(C)c1nn2cnnc2n(/N=C/c2ccc(O)cc2)c1=O	4.9	-2.8	-4.7	0.2	0.2	-1.1	1.8	0.2	-13.3
CC(C)(C)NC(=O)NC(=O)COC(=O)c1cccc(NS(=O)(=O)c2ccc(F)c(F)c2)c1	-1.0	6.8	0.3	0.2	-3.5	-2.4	1.7	-1.2	-20.8
COc1ccc(-c2nnc(SCC(=O)N3CCCC3)o2)cc1	-0.5	-2.8	x	2.3	-1.4	-1.2	5.5	0.1	-2.3
CC(C)CNC(=O)CSc1nc2nn(-c3ccccc3)c(=O)c-2c2n1CCCCC2	-1.2	-8.5	0.7	-2.1	-1.6	12.8	1.3	-5.1	-28.0
CCOC(=O)C1CCN(C(=O)c2ccc3nc(-c4ccc(OC)cc4)c(-c4ccc(OC)cc4)nc3c2)CC1	7.5	-26.5	2.5	0.3	1.9	9.4	2.1	0.2	-21.6
Cc1noc(C)c1CSCC(=O)N(CC(C)C)c1c(N)n(Cc2ccccc2)c(=O)[nH]c1=O	-4.3	-11.9	-4.0	0.3	6.4	-13.3	-1.5	-0.8	-6.5
COc1ccc(C(=O)Oc2cccc3cccnc23)cc1[N+](=O)[O-]	1.9	3.7	-0.9	0.3	-4.1	-11.4	2.0	1.0	-23.3
CC(=O)Nc1cccc(NC(=S)Nc2cccc3ccccc23)c1	-11.4	-3.0	-0.5	0.1	-0.9	5.2	1.8	0.2	-0.9
Cc1nc(N2CCCCC2)c2c(-c3cccs3)csc2n1	12.0	0.4	4.0	0.0	-7.6	0.5	12.4	-0.3	u
O=C(c1ccc(F)cc1)C1CCN(C(=O)c2ccc(F)cc2)CC1	1.3	41.0*	-3.9	0.2	-3.8	-5.8	13.0	-0.5	-5.3
CCC(C)(C)n1nnnc1C(C(C)C)N(Cc1cccnc1)Cc1ccco1 (stereo unspecified)	-4.0	-4.9	2.5	-0.4	20.9	-44.4*	-0.7	-2.0	8.3
CCCCCCNC(=O)N1C/C=C\C(c2ccc(OC)cc2)N(Cc2ccc(F)cc2)C(=O)C1 (stereo unspecified)	20.2	-8.3	4.3	-0.1	0.7	10.8	3.1	0.4	x

Part of the list above in order of length of the SMILES, lowest first.
SMILES	D2 potentiator	D2 antag	D1 PAM	TRHR ag	TRHR enhancer	D1 antag	D1 ag	D2 ag	RXFP1 antagonist
N#Cc1cc(N)ccc1Sc1ccccc1	15.3	-4.4	-4.0	0.1	-0.4	-10.0	4.6	-0.6	-6.5
CC1Cc2ccccc2N1CC(=O)Nc1cccc(S(N)(=O)=O)c1 (stereo unspecified)	0.4	16.8	4.3	-0.1	-3.9	2.2	3.5	0.6	-4.6
CCS(=O)(=O)c1ccc2oc(Nc3ccc(OC)c(OC)c3)nc2c1	x	9.5	2.0	-1.2	10.3	13.6	0.1	-2.7	-4.3
CC(C)(C)NC(=O)NC(=O)COC(=O)c1cccc(NS(=O)(=O)c2ccc(F)c(F)c2)c1	-1.0	6.8	0.3	0.2	-3.5	-2.4	1.7	-1.2	-20.8
Cn1c(=O)c2c(nc(N/N=C/c3ccc(OC(=O)c4ccco4)cc3)n2Cc2ccc(F)cc2)n(C)c1=O	22.9	-10.6	3.7	-2.1	3.2	-1.0	0.5	-1.0	-8.0

Further records.
SMILES	D2 potentiator	D2 antag	D1 PAM	TRHR ag	TRHR enhancer	D1 antag	D1 ag	D2 ag	RXFP1 antagonist
Cc1cc(C)n(-c2nc(C)nc3c2cnn3-c2ccccc2)n1	-6.4	1.4	5.2	0.3	-6.9	20.7	-3.6	0.4	5.0
CN(C)/C=C/C(=O)c1ccc([N+](=O)[O-])c(CS(=O)(=O)c2ccccc2)c1	-8.6	-14.1	4.0	0.0	-0.8	0.7	1.2	1.3	-30.6
Cc1ccc(C)c(NC(=O)CN(C)S(=O)(=O)c2cccc3cccnc23)c1	-8.6&3.5	5.6	0.4&3.2	0.2&0.3	32.0*!	8.1&-14.4	3.8&0.8	-0.1&0.2	-2.9&-8.5
Cc1ccc(-c2nn(-c3cc(Cl)ccc3[N+](=O)[O-])c(=O)c3ccccc23)cc1C	12.8	21.0	1.0	0.4	-11.2	-49.0*	-0.3	-1.4	5.4
Cc1cccc2cc(CN(Cc3cccs3)C(=S)NCC3CCCO3)c(=O)[nH]c12 (stereo unspecified)	x	x	-0.7	1.6	-3.2	2.3	2.0	x	8.0
Cc1ccc(S(=O)(=O)NCCC(=O)NC2CCCCCC2)cc1	-1.3	10.2	-2.9	0.7	-8.4	19.9	0.1	-0.2	-5.7
O=C(C[n+]1ccc(-c2cc(C(=O)Nc3cccc(C(F)(F)F)c3)c3ccccc3n2)cc1)c1cccc([N+](=O)[O-])c1	x	x	-4.8	1.0	21.6	-0.3	0.5	x	5.9
CCc1nnc(NC(=O)c2cccnc2SC)s1	10.2	-15.8	3.0	-0.1	11.6	-20.6	2.6	-1.1	-1.1
Cc1cccc(N2CCN(C(=O)c3ccc4ncsc4c3)CC2)c1C	8.1	-11.5	-2.2	-0.7	2.8	3.7	-2.2	-0.2	-4.4
Cc1cccc(NS(=O)(=O)c2ccc(C(=O)N3CCN(c4ccccc4O)CC3)cc2)c1C	x	x	-8.5	0.7	3.1	-7.8	2.7	x	u
CC(C)NS(=O)(=O)c1ccc2c3c(cccc13)CC2	4.2	0.8	12.1	0.3	0.1	5.1	2.8	-0.1	-11.3
O=[N+]([O-])c1cc(Cl)c2cccnc2c1O	4.0	-5.2	-2.7	6.1	1.6	-11.9	30.1*	1.8	-22.8
Cc1ccc(-c2nnn(CC(=O)N(CC(=O)NCC3CCCO3)c3ccccc3)n2)o1 (stereo unspecified)	x	-1.0	-0.7	1.6	-0.2	-4.3	3.9	2.6	1.4
CSc1ccc(CN(C)CC(=O)NC(=O)NCCC2=CCCCC2)cc1	x	x	6.5	1.7	7.3	-1.4	2.9	x	-2.6
COc1ccc(S(=O)(=O)N2CCCCCC2)cc1C(=O)N(C)Cc1cccs1	2.8	-13.9	-6.7	-0.2	-9.2	-21.5	1.2	0.6	11.0
COc1ccc(-c2cccc(NS(=O)(=O)c3cc(C(F)(F)F)ccc3Cl)c2)nn1	7.1	x	0.6	0.2	-0.8	8.8	1.3	0.1	0.8
Cc1cc(C)cc(NC(=S)NCCc2c[nH]c3ccccc23)c1	12.2	-7.9	-1.9	0.0	4.7	-4.8	1.3	-0.9	-1.7
N#CC1(NC(=O)CSc2nc3ccccc3s2)CCCCC1	4.6	3.3	-1.4	-0.9	2.5	2.2	5.4	-1.1	0.9
COc1ccccc1Cn1c(=S)[nH]c2cc(C(=O)NCc3cccnc3)ccc2c1=O	1.3	7.0	-3.4	0.2	-5.2	-30.7*	5.2	-0.2	-10.8
CC1Cc2ccccc2N1C(=O)NC1CC(=O)N(c2ccc3c(c2)OCCO3)C1 (stereo unspecified)	-2.5	1.4	-1.6	-0.3	0.1	6.1	4.0	0.8	-9.0
Brc1ccc(CNc2ccc3ncccc3c2)cc1	3.3	-10.3	-6.6	-1.8	1.9	-40.5*	14.3	0.2	1.5
CSc1ccc(Cl)c(C(=O)OCC(=O)N2CCNC2=O)c1	0.8	-7.0	-3.8	-0.6	-1.3	-2.2	0.7	0.3	1.2
N/C(=N\OC(=O)Cc1ccccc1)c1ccncc1	-6.4	-16.2	-1.6	-0.5	4.1	8.3	-0.1	-0.9	-5.7
COc1ccc(S(=O)(=O)CCC(=O)N2CCN(c3ccccc3F)CC2)cc1	3.9	-0.4	-1.4	-0.7	-3.6	5.5	0.4	0.2	-4.3
O=C(NNC(=O)c1ccc([N+](=O)[O-])cc1)c1ccc(Br)cc1	-4.9	1.6	-3.9	0.1	-1.6	5.1	0.0	0.3	-9.8
Cc1cccc(NC(=O)CSCC(=O)Nc2ccccc2C(=O)NC2CC2)c1	-9.5	24.9	-1.9	-0.4	1.7	-9.9	2.8	0.5	-36.5
CCN1CCN(C(=O)c2c(-c3c(F)cccc3Cl)noc2C)CC1	11.3	5.4	4.3	0.2	-1.0	-11.1	1.9	-0.8	-11.0

Single entries from above:
Under D2 ag, COc1ccc(S(=O)(=O)CCC(=O)N2CCN(c3ccccc3F)CC2)cc1 has the entry 0.2
Under D1 antag, CCS(=O)(=O)c1ccc2oc(Nc3ccc(OC)c(OC)c3)nc2c1 has the entry 13.6
Under D2 potentiator, COc1ccc(C(=O)Oc2cccc3cccnc23)cc1[N+](=O)[O-] has the entry 1.9
